TbMetRS inhib: T. brucei MetRS inhibitors, primary screen, biochemical, luminescence | inhibition, % at 11.9 µM | purified T. brucei MetRS, ATP depletion, Kinase-Glo luminescence | hit rate 0.4% among 360,000 | methionyl-tRNA synthetase (Trypanosoma brucei brucei) | AID 624268, 2012;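 active = inhibition above a per-plate cutoff of the control wells' mean inhibition plus 3 SD, cut at about 5.5% in these data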;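 note: 0% = DMSO wells median and 100% = median of wells with control inhibitor compound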
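Material – parasite MetRS enzyme · Medium – HEPES-MgCl2-KCl buffer plus DTT, spermine, BSA, pyrophosphatase · Reagent – ATP, methionine and E. coli bulk tRNA substrates · Times – 15 min enzyme-compound preincubation, 2 h reaction, 10 min detection, 25 °C · Measured by – luminescence of leftover ATP · Evaluation – percent inhibition relative to median high and low control wells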
DNMT1 inh: human DNMT1 methyltransferase inhibitors, primary screen, biochemical, molecular beacon, fluorescence, HinP1I cleavage, uHTS. AID 588458, 2011. inhibition (reported as % activation of signal), % at 10 µM. DNA (cytosine-5)-methyltransferase 1 (Homo sapiens), P26358. hit rate 0.83% among 360,000; in the data active = inhibition above about 50%
Scp-1 inhibitor: Scp-1 phosphatase inhibitors, primary screen, biochemical, colorimetric, uHTS; Carboxy-terminal domain RNA polymerase II polypeptide A small phosphatase 1 (Homo …; Recombinant Scp1, phosphopeptide, malachite green phosphate absorbance; inhibition, % at 20 µM; hit rate 0.88% among 340,000; AID 493091, 2011;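 active = inhibition above about 50% at 20 µM, limit read from the data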;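 note: plate controls were DMSO wells with enzyme for no effect and wells lacking enzyme for full effect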
Target sequence (Q9GZU7 76-261 limits assumed): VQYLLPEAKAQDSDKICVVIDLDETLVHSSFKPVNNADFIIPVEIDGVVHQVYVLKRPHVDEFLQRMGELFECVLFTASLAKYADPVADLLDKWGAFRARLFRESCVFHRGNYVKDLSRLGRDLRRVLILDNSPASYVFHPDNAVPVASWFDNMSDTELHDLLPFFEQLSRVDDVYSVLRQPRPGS
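Test system: SCP-1 catalytic domain; Buffer or medium: Acidic Tris acetate buffer with magnesium and detergent; Also added: Phosphorylated 17-residue peptide substrate; Compound: single 20 µM dose, 1% DMSO; Schedule: enzyme reaction 45 min at room temperature, colour 5 min, stabilisation 30 min; Signal: Phosphate-binding colour reagent, absorbance read at 630 nm.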
Rpn11 block: Rpn11 (PSMD14) deubiquitinase inhibitors, primary screen, biochemical, fluorescence polarization, uHTS; 26S proteasome non-ATPase regulatory subunit 14 (Homo sapiens), O00487; human 26S proteasome, Ub4-pepOG fluorescence polarization; 20S core pre-blocked with epoxomicin; calls only at 20 µM; hit rate 0.59% among 360,000;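 active = inhibition at 20 µM, scaled to each plate's controls, above about 33%, limit read from the data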
LMPTP inh: LMPTP phosphatase inhibitors, primary screen, biochemical, fluorescence intensity, uHTS; Low molecular weight phosphotyrosine protein phosphatase (Homo sapiens), P24666; recombinant LMPTP-A, OMFP fluorogenic substrate; inhibition, % at 20 µM; hit rate 0.22% among 360,000; AID 651560, 2012;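 active = compounds that cut the enzyme signal by at least half of the control window in the single-dose screen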;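 note: plate controls were DMSO wells with enzyme plus substrate for no effect and substrate without enzyme for full effect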
Target sequence (P24666 whole entry, looked up): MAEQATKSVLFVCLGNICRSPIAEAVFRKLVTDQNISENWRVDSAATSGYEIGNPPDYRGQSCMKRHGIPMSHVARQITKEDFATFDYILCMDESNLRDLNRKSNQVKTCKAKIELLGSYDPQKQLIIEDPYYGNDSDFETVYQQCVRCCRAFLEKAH
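Assay system: LMPTP-A enzyme. Input: 0.625 nM LMPTP-A final. Probe or stimulus: 400 µM OMFP. Compound dosing: single 20 µM dose. Schedule: 50 min dark incubation at room temperature. Detection: fluorescence intensity of OMFP turnover product. Read-out: percent inhibition versus substrate-only and uninhibited controls. Benchmarks: no-enzyme low control, uninhibited high control.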
NadD block: inhibitors of S. aureus NadD, primary screen, biochemical, colorimetric, uHTS | Nicotinate-nucleotide adenylyltransferase NadD (Staphylococcus aureus N315) | purified NadD enzyme, colorimetric absorbance read-out | inhibition, % at 20 µM | hit rate 0.78% among 360,000 | AID 602399, 2012; in the data active = inhibition above about 26%; note: some compounds past the cut are filed as inactive
CSN inh: inhibitors of CSN-mediated cullin deneddylation, primary screen, biochemical, fluorescence polarization, uHTS; COP9 signalosome complex subunit 5 (Homo sapiens), Q92905; Purified CSN, SCF-Nedd8-OG deneddylation; inhibition, % at 12.5 µM; hit rate 0.38% among 360,000;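 active = pattern-corrected inhibition above about 35%, with an unprinted fluorescence ratio check between 0.5 and 1.5, limit read from the data, passing the limit was not always enough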;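 note: 0% = enzyme with substrate and 100% = substrate without enzyme; some results filed as inactive read as strong as hits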
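Detection – fluorescence polarization · System – HEK293T-derived human Csn5 enzyme · Controls – substrate-only high control, full reaction low control · Timing – 90 min, room temperature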
PABP1 MLLE inh: inhibitors of PABP1 MLLE–PAM2 peptide binding, primary screen, biochemical, fluorescence polarization, FITC-PAM2, GST-MLLE; hit rate 0.36% among 360,000; inhibition, % at 20 µM; AID 588489, 2011; in the data active = inhibition above about 35%, passing the limit was not always enough;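 note: plate controls were DMSO wells with GST-MLLE for no effect and wells lacking GST-MLLE protein for full effect; some results filed as inactive read as strong as hits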
Target sequence (P11940 whole entry, looked up): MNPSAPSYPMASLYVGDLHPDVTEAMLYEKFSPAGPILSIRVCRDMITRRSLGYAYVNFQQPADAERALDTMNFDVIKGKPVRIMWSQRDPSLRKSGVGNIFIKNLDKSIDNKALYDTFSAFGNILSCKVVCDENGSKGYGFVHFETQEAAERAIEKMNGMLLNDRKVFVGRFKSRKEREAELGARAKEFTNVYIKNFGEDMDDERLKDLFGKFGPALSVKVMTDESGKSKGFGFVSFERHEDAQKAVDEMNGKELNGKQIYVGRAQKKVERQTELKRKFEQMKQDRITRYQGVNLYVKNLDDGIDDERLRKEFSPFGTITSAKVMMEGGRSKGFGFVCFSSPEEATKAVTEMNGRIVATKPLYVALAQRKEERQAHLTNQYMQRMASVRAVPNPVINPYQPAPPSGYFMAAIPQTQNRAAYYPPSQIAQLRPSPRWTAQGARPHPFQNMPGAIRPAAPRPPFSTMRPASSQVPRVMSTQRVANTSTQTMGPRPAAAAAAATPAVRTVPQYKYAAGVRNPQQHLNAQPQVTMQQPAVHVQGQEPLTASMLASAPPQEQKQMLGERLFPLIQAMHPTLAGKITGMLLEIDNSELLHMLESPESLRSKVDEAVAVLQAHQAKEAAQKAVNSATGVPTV
SUMO1 PPI mod: modulators of SUMO1 protein-protein interactions, primary screen, biochemical, uHTS; inhibition, % at 20 µM; AID 602429, 2012; Small ubiquitin-related modifier 1 (Homo sapiens), P63165; hit rate 0.33% among 360,000; SUMO1 binding to a labelled peptide, TR-FRET, 1 h; in the data active = inhibition above about 37%
STEP inh: STEP phosphatase inhibitors, primary screen, biochemical, fluorescence intensity, uHTS; recombinant STEP, OMFP fluorogenic substrate; inhibition, % at 20 µM; hit rate 0.25% among 360,000; AID 588621, 2011; Tyrosine-protein phosphatase non-receptor type 5 (Homo sapiens), P54829;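 active = inhibition at 20 µM, scaled per plate between control wells, above about 37%, limit read from the data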;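 note: 0% = DMSO with enzyme and substrate and 100% = substrate only without enzyme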
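material = STEP tyrosine phosphatase | reagent = fluorogenic phosphatase substrate OMFP at 25 µM final | doses = single compound dose of 20 µM, 1% DMSO final | schedule = 20 min reaction, room temperature, in the dark | measured by = fluorescence, 480/540 nm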
The depositor's hits bear a star; i = inactive; / = not tested or not shown.

1: CN(Cc1ccc(F)cc1)C(=O)c1cccc(S(=O)(=O)N2CCN(Cc3ccccc3)CC2)c1
2: OCC[C@H]1C[C@@H](O)[C@H](O)[C@@]2(CCc3ccccc3CO2)O1
3: COc1cc2nc(SCC(N)=O)n(CCC3=CCCCC3)c(=O)c2cc1OC
4: CC(c1ccccc1)N1CC(C(=O)NC2CCCC2)CC1=O (stereo not drawn)
5: N#Cc1ccc(CSCC(=O)O)cc1

Compound,1,2,3,4,5
TbMetRS inhib,-0.7,-0.2,-0.1,-0.3,0.0
DNMT1 inh,-10,2,-2,13,1
Scp-1 inhibitor,1,-3,-6,-7,-5
Rpn11 block,i,i,i,i,i
LMPTP inh,2.0,-0.7,0.3,-1.4,-1.2
NadD block,-8,4,-12,-5,1
CSN inh,5,-5,3,-1,0
PABP1 MLLE inh,9,2,-11,7,-4
SUMO1 PPI mod,-4,-7,-1,-3,2
STEP inh,-1,-2,5,1,-4

6: CCOC(=O)CC1C(=O)NCCN1C1CCCC1 (stereo not drawn)
7: O=c1c2ccccc2sn1-c1cc(S(=O)(=O)N2CCOCC2)ccc1N1CCOCC1
8: C/C(=N\NC(=O)c1ccoc1C)c1ccc(Br)s1
9: CN(C)C(CNC(=O)C1CCCN(C(=O)c2ccc(Cl)cc2)C1)c1ccco1 (stereo not drawn)
10: NC(=O)C1CCN(Cc2cccc(OCc3ccccc3)c2)CC1

Compound,6,7,8,9,10
TbMetRS inhib,-1.0,-0.2,-0.4,-0.5,-0.8
DNMT1 inh,1,-2,0,-3,-2
Scp-1 inhibitor,2,94*,-5,0,-4
Rpn11 block,i,i,i,i,i
LMPTP inh,-2.1,-1.3,0.5,-2.3,-1.0
NadD block,-1,9,4,-2,-4
CSN inh,2,4,-1,4,0
PABP1 MLLE inh,-1,32,5,-12,12
SUMO1 PPI mod,-2,5,-14,0,3
STEP inh,-3,8,-1,0,1

11: COc1ccc(-c2csc(NC(=O)c3ccccc3F)c2C(=O)O)cc1
12: COC(=O)c1ccc(CNC(=O)Cn2cnnn2)cc1
13: O=C(Nc1ccc(Br)cc1)c1ccc(F)c(S(=O)(=O)NCc2cccs2)c1
14: Cc1ccnc(SCc2ccc([N+](=O)[O-])cc2)n1
15: CN1C(=O)Cc2cc(S(=O)(=O)N3CCN(c4ccc(Cl)cc4)CC3)ccc21

Compound,11,12,13,14,15
TbMetRS inhib,-0.4,0.6,1.7,-0.5,0.1
DNMT1 inh,0,3,-9,-2,0
Scp-1 inhibitor,-7,-8,-5,-2,4
Rpn11 block,i,i,i,i,i
LMPTP inh,-1.7,-1.6,1.2,-1.0,0.8
NadD block,-7,-6,-6,-5,14
CSN inh,-4,1,-2,9,-3
PABP1 MLLE inh,10,9,-5,-7,-7
SUMO1 PPI mod,20,0,5,-14,3
STEP inh,1,2,-3,-4,3

16: Cc1ccc(C)c(OCC(=O)NNC(=O)C2CC2)c1
17: Cc1ccc(/C=c2\sc3nc(-c4ccco4)nn3c2=O)o1
18: Cc1ccccc1NC(=O)c1ccc2c(c1)C(=O)N(CC(C)C)C2=O
19: CCOc1ccccc1N(C(=O)c1snc(C(N)=O)c1N)C(C(=O)NC1CCCC1)c1ccco1 (stereo not drawn)
20: CN(C)CCN1C(=O)C(=O)/C(=C(/O)c2ccc3c(c2)OCCO3)C1c1ccccn1 (stereo not drawn)

Compound,16,17,18,19,20
TbMetRS inhib,-0.4,-0.6,0.0,-0.3,-0.5
DNMT1 inh,-1,105*,0,2,0
Scp-1 inhibitor,0,81*,-6,-4,-13
Rpn11 block,i,/,i,i,i
LMPTP inh,-1.0,61*,-1.3,0.9,-5.8
NadD block,-7,26,-3,2,0
CSN inh,-1,43*,-5,-1,4
PABP1 MLLE inh,-2,8,-1,14,-1
SUMO1 PPI mod,-1,44*,-5,-12,-14
STEP inh,-2,72*,1,-2,-1

21: O=C(COC(=O)C1CCC1)NCc1ccc(Cl)cc1Cl
22: OCCC1CN(Cc2nc(-c3ccc(F)cc3)cs2)CCN1CCc1ccccc1 (stereo not drawn)
23: CCc1nc(CN2CCCC(C(=O)c3ccc4c5c(cccc35)CC4)C2)c(C)[nH]1 (stereo not drawn)
24: COc1ccc(N(CC(=O)NC2CCCC2)C(=O)Cn2nnc(-c3ccc(C)cc3)n2)cc1
25: CC(=O)c1ccc(Oc2ncnc3sccc23)cc1

Compound,21,22,23,24,25
TbMetRS inhib,-0.1,-1.2,-0.9,-1.5,0.7
DNMT1 inh,1,-5,-6,-2,0
Scp-1 inhibitor,1,3,-3,-1,-9
Rpn11 block,i,i,i,i,i
LMPTP inh,-0.3,-0.2,5.6,-1.9,-0.9
NadD block,-1,-4,10,-4,-8
CSN inh,5,-1,3,-1,5
PABP1 MLLE inh,-2,1,6,5,7
SUMO1 PPI mod,2,-4,-9,-1,0
STEP inh,0,2,2,2,0

26: CCCCN1C(Nc2ccccc2)=NC[C@@H]1Cc1ccccc1
27: CC(C)(C)C(=O)N1CCN(c2ncnc3scc(-c4ccccc4)c23)CC1
28: CC1CC(C)CN(S(=O)(=O)c2ccc(F)c(C(=O)NC3CCCCC3C)c2)C1 (stereo not drawn)
29: COc1ccc(N(CC(=O)NCCSc2ccccn2)S(=O)(=O)c2ccccc2)c(OC)c1
30: Nc1ncc(-c2ccccc2)c(-c2ccc(O)cc2O)n1

Compound,26,27,28,29,30
TbMetRS inhib,-0.2,-1.0,-0.1,-1.0,-1.9
DNMT1 inh,2,0,3,2,-1
Scp-1 inhibitor,4,1,/,0,-2
Rpn11 block,i,i,i,i,i
LMPTP inh,-0.5,0.6,0.0,0.0,-0.5
NadD block,-7,1,4,-2,-6
CSN inh,-4,-1,0,6,2
PABP1 MLLE inh,8,-3,2,6,6
SUMO1 PPI mod,7,0,0,2,11
STEP inh,-3,-3,-1,-1,-1

Compound profiles, from the list above. Screens in order: TbMetRS inhib | DNMT1 inh | Scp-1 inhibitor | Rpn11 block | LMPTP inh | NadD block | CSN inh | PABP1 MLLE inh | SUMO1 PPI mod | STEP inh
COc1ccc(N(CC(=O)NCCSc2ccccn2)S(=O)(=O)c2ccccc2)c(OC)c1 as listed: -1.0 | 2 | 0 | i | 0.0 | -2 | 6 | 6 | 2 | -1
CC(C)(C)C(=O)N1CCN(c2ncnc3scc(-c4ccccc4)c23)CC1 as listed: -1.0 | 0 | 1 | i | 0.6 | 1 | -1 | -3 | 0 | -3
Nc1ncc(-c2ccccc2)c(-c2ccc(O)cc2O)n1 as listed: -1.9 | -1 | -2 | i | -0.5 | -6 | 2 | 6 | 11 | -1

Other structures:
31: CCOC(=O)C1CC(CN2C(=O)c3ccccc3C2=O)OC1=O (stereo not drawn)
32: Cc1noc(C)c1NC(=O)Nc1cccc2c1O[C@H](CN(C)S(=O)(=O)c1cn(C)cn1)[C@@H](C)CN([C@H](C)CO)C2=O
33: CCCCNC(=O)C1COc2ccccc2O1 (stereo not drawn)
34: Cc1c(C(=O)O)cccc1-c1ccc(C=O)o1
35: O=C(CCSCCC(=O)NCc1ccccc1)NCc1ccccc1

Compound,31,32,33,34,35
TbMetRS inhib,-0.2,0.1,-1.2,-0.5,-0.3
DNMT1 inh,6,4,-1,40,2
Scp-1 inhibitor,-4,8,4,43,-9
Rpn11 block,i,i,i,i,i
LMPTP inh,-0.3,0.3,-2.2,-0.9,0.6
NadD block,3,3,6,1,4
CSN inh,4,2,0,5,-1
PABP1 MLLE inh,5,15,-5,13,3
SUMO1 PPI mod,-9,2,3,-3,1
STEP inh,1,-4,0,-1,1

36: COC(=O)C1=NNC2C(=O)N(c3ccc(C)cc3)C(=O)C12 (stereo not drawn)
37: O=C(OCc1c(-c2ccccc2)ncc2ccccc12)c1cccc(Br)c1
38: COc1ccc(CNC(=O)OC23CN(C(=O)OC(C)C)N(C(=O)OC(C)C)CC2(O)CN(S(=O)(=O)c2ccc(C)cc2)C3)cc1OC (stereo not drawn)
39: CS(=O)(=O)N(CC(=O)NCCSCc1ccccc1)c1ccccc1F
40: Cc1noc(C)c1S(=O)(=O)N1CCC(C(=O)NCCN2CCC(C)CC2)CC1

Compound,36,37,38,39,40
TbMetRS inhib,0.0,1.0,-1.0,0.3,-0.8
DNMT1 inh,3,-11,3,0,3
Scp-1 inhibitor,-6,4,/,-11,-7
Rpn11 block,i,i,i,i,i
LMPTP inh,-1.1,3.2,0.4,-1.2,-1.6
NadD block,0,10,5,-4,7
CSN inh,6,-3,3,0,1
PABP1 MLLE inh,7,13,-7,3,2
SUMO1 PPI mod,-1,4,0,-2,0
STEP inh,-3,2,2,-3,-4

Source: PubChem (several laboratories)
